BaF3 parental: counter-screen for JAK2V617F inhibitors: parental Ba/F3 viability inhibitors; inhibition, % at 5.6 µM; CellTiter-Glo ATP luminescence; AID 1486; 1.1% of 220,000 active;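 active = inhibition above a per-campaign cutoff, the mean inhibition of all tested compounds plus 3 SD, cut at about 27% in these data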;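 note: 0% = DMSO wells and 100% = JAK Inhibitor I control wells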
NPY-Y1 antag: antagonists of human neuropeptide Y receptor Y1. HEK293-CNG Y1 cells, membrane potential fluorescence; NPY at EC95, then isoproterenol. inhibition, % at 3.6 µM. 1% of 200,000 active;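 active = inhibition above the campaign mean inhibition of all tested compounds plus 3 SD, cut at about 20% in these data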;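 note: 0% = DMSO wells given NPY plus isoproterenol and 100% = isoproterenol alone without NPY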
Target sequence (P25929 whole entry, looked up): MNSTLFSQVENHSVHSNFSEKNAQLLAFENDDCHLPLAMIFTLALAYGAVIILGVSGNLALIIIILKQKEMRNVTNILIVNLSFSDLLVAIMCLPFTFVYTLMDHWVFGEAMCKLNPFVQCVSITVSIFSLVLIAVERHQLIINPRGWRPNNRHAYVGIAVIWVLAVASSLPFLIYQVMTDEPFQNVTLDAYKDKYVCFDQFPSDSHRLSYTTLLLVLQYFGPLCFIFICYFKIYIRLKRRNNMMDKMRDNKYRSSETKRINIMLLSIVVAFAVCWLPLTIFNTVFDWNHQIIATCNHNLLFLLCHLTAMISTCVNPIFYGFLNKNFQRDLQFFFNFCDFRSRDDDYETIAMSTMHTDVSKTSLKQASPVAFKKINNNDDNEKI
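Material: HEK293 cells with Y1 receptor plus CNG channel; times: compound incubation 1 h at room temperature, readout 45 min post-stimulation; signal: fluorescence, membrane potential probe; read-out basis: fluorescence ratio normalized to % inhibition between controls; benchmarks: full-block control isoproterenol-only wells, zero-block control NPY plus isoproterenol wells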
S1P4 ag: activates the human S1P4 receptor. O95977. S1P4-expressing cell line, agonist reporter assay. activation, % at 4.98 µM. 0.35% of 220,000 active. AID 1509; in the data active = activation above about 11%;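 note: 0% = DMSO vehicle and 100% = reference agonist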
RBBP9 inh: inhibitors of human serine hydrolase RBBP9. O75884. recombinant RBBP9, FP-Rh probe fluorescence polarization. inhibition, % at 7.94 µM. 0.2% of 220,000 active. AID 1515;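 active = inhibition above the campaign mean of all tested compounds plus 3 SD, cut at about 14% in these data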;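 note: plate controls were DMSO wells with RBBP9 for no effect and wells lacking RBBP9 protein for full effect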
Target sequence (O75884 whole entry, looked up): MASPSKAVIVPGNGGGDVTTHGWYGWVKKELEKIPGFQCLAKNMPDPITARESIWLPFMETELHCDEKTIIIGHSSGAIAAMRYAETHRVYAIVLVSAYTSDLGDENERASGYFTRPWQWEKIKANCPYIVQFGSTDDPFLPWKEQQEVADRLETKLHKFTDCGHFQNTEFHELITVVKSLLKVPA
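Test system – recombinant human RBBP9 · Input – RBBP9 2.5 µM in dispensing solution, pre-mixing · Medium – Tris buffer pH 8.0, NaCl, Pluronic · Schedule – preincubation 30 min plus labeling 45 min at 25 °C · Measured by – fluorescence polarization · Measure – % inhibition · Controls – DMSO and no-protein wells · Replicates – one well per compound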
NPY-Y1 PAM-ag: potentiators or agonists of human neuropeptide Y receptor Y1. NPY-Y1 expressing cells, potentiator/agonist activation. activation, % at 3.6 µM. AID 1304. 0.37% of 220,000 active; in the data active = activation above about 33%, passing the limit was not always enough;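 note: cells stimulated with NPY at EC10 then isoproterenol at EC100; 0% = low agonist plus stimulus and 100% = saturating agonist plus stimulus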
Ba/F3 V617F tox: loss of viability in JAK2V617F-driven Ba/F3 cells; Ba/F3 EpoR-JAK2V617F viability, ATP luminescence; inhibition, % at 5.6 µM; 1.1% of 220,000 active;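 active = inhibition above the campaign mean plus 3 SD over all tested compounds, cut at about 24% in these data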;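 note: cytokine-independent growth of Ba/F3 cells driven by EpoR plus mutant JAK2; 0% = DMSO-treated cells and 100% = JAK inhibitor I control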
Runt-CBFb FRET: blocks binding of human RUNX1 Runt domain to CBFb; Cerulean-Runt/Venus-CBFb FRET ratio 530/480, 1 h; inhibition, % at 20 µM; 0.46% of 220,000 active; AID 1496;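 active = inhibition over about 50% at 20 µM in the single-dose screen, limit read from the data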;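 note: 0% = DMSO wells and 100% = excess unlabeled CBFb competitor control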
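Assay system: Cerulean-Runt domain / Medium: Tris 50 mM pH 7.5, KCl, K2SO4, 0.01% BSA / Timing: protein complex preformed 1 h, compound exposure 1 h, room temperature, dark / Measured by: FRET, excitation 422 nm, emission at 530 and 480 nm / Evaluation: loss of energy transfer signal / Control set: 5 µM unlabeled CBFb as full-inhibition high control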
NPY2 pot ag: human NPY-Y2 potentiation or agonism, primary screen; P49146; AID 1359; cells expressing NPY-Y2, potentiator/agonist read-out; activation, % at 3.6 µM; 0.45% of 220,000 active; in the data active = activation above about 27%;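 note: cells stimulated with NPY near EC25 plus isoproterenol at EC100; 0% = vehicle plus submaximal agonist and 100% = vehicle plus saturating agonist; some results beyond the cut were filed as inactive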
Target sequence (P49146 whole entry, looked up): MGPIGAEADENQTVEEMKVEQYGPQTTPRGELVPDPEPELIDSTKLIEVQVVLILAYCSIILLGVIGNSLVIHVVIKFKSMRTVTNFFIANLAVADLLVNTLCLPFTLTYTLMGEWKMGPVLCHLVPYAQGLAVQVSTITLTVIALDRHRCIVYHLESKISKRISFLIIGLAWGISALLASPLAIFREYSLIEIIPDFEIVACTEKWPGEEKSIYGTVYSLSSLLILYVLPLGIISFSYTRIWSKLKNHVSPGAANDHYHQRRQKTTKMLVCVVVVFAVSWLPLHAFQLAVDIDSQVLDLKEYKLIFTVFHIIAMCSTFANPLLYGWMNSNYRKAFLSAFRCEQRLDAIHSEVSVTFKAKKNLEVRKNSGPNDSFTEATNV
S1P4 antagonist: antagonists of human S1P4 receptor; O95977; inhibition, % at 4.98 µM; AID 1510; S1P4-expressing cells, antagonist mode, reporter read-out; 0.26% of 220,000 active; in the data active = inhibition above about 29%;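 note: 0% = wells stimulated with agonist and 100% = vehicle wells without agonist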
The depositor's hits bear a star; nt = no result given.

SMILES | BaF3 parental | NPY-Y1 antag | S1P4 ag | RBBP9 inh | NPY-Y1 PAM-ag | Ba/F3 V617F tox | Runt-CBFb FRET | NPY2 pot ag | S1P4 antagonist
Cc1ccc(CN2CCN(C/C=C/c3ccc(F)cc3)CC2CCO)o1 (configuration not stated) | 0 | -3 | 1.3 | -5 | 4 | -3 | 3 | 4 | -17
COc1ccc(C(=O)NC(=S)Nc2ccccc2[N+](=O)[O-])cc1OC | 6 | 1 | 0.3 | -3 | -14 | -3 | 5 | -7 | -4
COc1ccc(CNc2nc3ccccc3n2Cc2ccc(C)cc2)cc1OC | 3 | 8 | 0.7 | -5 | -42 | -2 | -7 | 8 | -6
O=c1oc(-c2cccs2)nc2sc3c(c12)CCCC3 | 3 | 0 | 1.6 | -1 | 18 | -3 | 3 | 5 | 2
Cc1ccc(-c2csc3nc(C)n(-n4cccc4)c(=O)c23)o1 | 1 | 2 | -1.0 | -7 | 7 | 1 | 25 | 3 | -2
Cc1cccc(N(CC(=O)NCCC2=CCCCC2)S(C)(=O)=O)c1C | 5 | 4 | 0.1 | -6 | 11 | -2 | -1 | -4 | -2
COc1ccc(-n2c(SCC(=O)Nc3ccc(Br)cc3)nc(O)cc2=O)cc1 | 4 | nt | 1.5 | -23 | 7 | 1 | -1 | 13 | 6
COc1ccc(C(=O)NCC(=O)OCC(=O)c2ccc3c(c2)NC(=O)CO3)cc1OC | -2 | 4 | -0.1 | -6 | 0 | -1 | 1 | -12 | -2
Cc1cc(NS(=O)(=O)Cc2ccccc2)no1 | 1 | -3 | 1.5 | -2 | 16 | -4 | 2 | 13 | 0
COc1ccc(-c2nc3nc(C)c(Cc4ccccc4)c(=O)n3[nH]2)cc1 | 3 | 6 | 0.2 | -7 | 17 | -4 | 2 | -6 | 6
O=C(NNc1c(F)c(F)cc(F)c1F)c1cc2ccccc2oc1=O | -2 | 0 | -0.1 | -6 | 8 | -3 | -3 | 10 | 2
COc1ccc(CN2CCN(C(=O)CC(C)C)CC2)c2ccccc12 | 10 | 9 | -0.2 | -4 | -14 | 3 | 0 | -9 | -3
NC(=O)SCC(=O)Nc1ccc(Cl)c(Cl)c1 | 1 | 0 | 2.7 | -24 | 7 | 2 | 34 | 3 | 10
CCO[C@@H]1OC(C(=O)N2CCN(C)CC2)=C[C@H](C(C)(C)C)[C@H]1CCCO | -1 | -3 | -1.2 | -1 | -5 | -6 | 0 | -9 | -12
O=C(Cc1ccccc1)NNC(=O)Nc1cccc(Cl)c1 | 0 | -2 | 0.0 | 0 | 11 | -2 | -4 | 4 | -3
Cn1nc(-c2ccc(C(=O)Nc3cccnc3)cc2)c2ccccc2c1=O | 3 | 4 | -0.3 | 6 | -3 | -4 | 1 | -10 | 1
N#Cc1c(Nc2ccccc2)sc(C(=O)C2CC2)c1N | -1 | -3 | 2.5 | 4 | -11 | -3 | 6 | 8 | 0
Cc1ccc(C2(C(F)(F)F)NC(=O)N3C(=C2C#N)Nc2ccccc23)cc1 (configuration not stated) | 6 | -5 | 1.8 | -7 | 18 | 3 | 0 | 7 | 6
O=C(COC(=O)CNC(=O)c1ccc(Cl)cc1)Nc1ccc2c(c1)OCCO2 | 0 | 4 | -0.5 | -2 | -20 | -4 | 0 | -1 | -30
O=[N+]([O-])c1ccc(/C=N/NC(=S)Nc2ccc(Cl)cc2Cl)s1 | -10 | nt | 0.5 | 3 | 23 | 1 | 8 | -16 | 16
O=C(O)CCN1C(=O)CC2(CCCCC2)C1=O | -1 | 6 | 1.1 | 9 | 13 | -2 | 1 | -2 | 0
O=C(NC12CC3CC(CC(C3)C1)C2)N1CCN(c2ccccn2)CC1 | 3 | -1 | 0.5 | -5 | 5 | -2 | 0 | 17 | -18
O=C(NCc1ccc(F)cc1)C(=O)NCC1OCCN1C(=O)c1ccc(Cl)cc1 (configuration not stated) | 7 | 4 | 4.2 | -7 | -12 | 1 | -4 | -5 | 0
Cc1cc(C)cc(NC(=O)CSc2nnc(Cc3cccn3C)n2-c2ccc(F)cc2)c1 | 5 | -4 | -0.2 | -7 | 32 | -1 | 1 | 4 | -2
COc1ccc2[nH]cc(S(=O)(=O)c3ccc(F)cc3)c(=O)c2c1 | 9 | 1 | -2.0 | -6 | -7 | 5 | 0 | 3 | -3
Next records:
SMILES | BaF3 parental | NPY-Y1 antag | S1P4 ag | RBBP9 inh | NPY-Y1 PAM-ag | Ba/F3 V617F tox | Runt-CBFb FRET | NPY2 pot ag | S1P4 antagonist
O=C(O)CCC(=O)N1N=C(c2ccc(Br)cc2)CC1c1cccs1 (configuration not stated) | 2 | 7 | -0.8 | -1 | 3 | -1 | -1 | 0 | 14
O=C(NCc1ccco1)C1CCN(c2ccc(N3CCOCC3)nn2)CC1 | 2 | 4 | 2.3 | 3 | 1 | -2 | 4 | 5 | -8
Cc1ccccc1OCc1nnc(SCC(=O)Nc2c(C)n(C)n(-c3ccccc3)c2=O)n1-c1ccccc1 | 8 | -2 | -0.2 | -11 | -37 | 0 | -3 | -1 | -10
Nc1nc(-c2ccccc2)c(-c2ccccc2)s1 | 3 | -3 | -1.5 | -2 | 8 | 1 | -2 | 22 | -1
Cc1cccc(-n2c(N)cc(=O)nc2SCC(=O)Nc2ccccc2)c1 | 6 | 4 | -0.3 | -10 | -28 | 0 | 1 | -4 | 3
Nc1nonc1C(=Nc1ccccc1)NO | 1 | 3 | 2.1 | -6 | 3 | -5 | 1 | -2 | -4
COc1ccc(CCN(C)C(=O)/C=C/c2c(Cl)nc3ccccn23)cc1OC | 0 | -4 | -0.2 | 0 | -13 | -5 | 2 | -7 | -5
Cc1cc(C)c(OCCN2C(=O)NC(C)(C)C2=O)c(Cl)c1 | 1 | 2 | 3.1 | -8 | -5 | -1 | 2 | -12 | 0
Cn1c(CN2CCOCC2)nnc1SCc1ccccc1 | 9 | -1 | -1.7 | -11 | 13 | 5 | -1 | 2 | -6
CCOc1ccc(C(C)C)cc1S(=O)(=O)n1ccnc1C | 14 | 12 | 0.0 | -9 | -11 | 6 | -1 | -1 | -8
O=C1NC(=Nc2ccccc2)S/C1=C\c1cccnc1 | -4 | nt | 0.9 | -3 | 22 | -3 | 1 | 11 | -7
COc1cc(C(=O)NC(=S)N(CCc2ccccc2)CCc2ccccc2)cc(OC)c1OC | 0 | 3 | 0.9 | -3 | 1 | 0 | -5 | 9 | -10
Cc1ccc(N=Cc2c(O)n(-c3ccc4c(c3)OCO4)c(=O)c3ccccc23)cc1 | 14 | -2 | 1.9 | -2 | 1 | 5 | -211 | 6 | -4
O=c1[nH]ncn1-c1ccccc1C(F)(F)F | 2 | 1 | -1.6 | -4 | 3 | -2 | -1 | -5 | 0
CC12CC(NC(=O)N1Cc1ccccc1)c1ccccc1O2 (configuration not stated) | 1 | 0 | 3.0 | -1 | 6 | -2 | 0 | 18 | -10
COc1ccc(S(=O)(=O)NCC(c2cccnc2)N2CCN(c3ccccc3)CC2)cc1C (configuration not stated) | 6 | 8 | -0.7 | -3 | -56 | 1 | -2 | -2 | 10
COc1cc(/C=N\NC(=O)c2ccccc2F)ccc1Oc1ccc([N+](=O)[O-])cn1 | 0 | nt | 1.4 | -11 | -1 | 0 | 0 | -4 | -23
CN1CCN(c2nc(-c3cccs3)cs2)CC1 | 9 | 7 | 0.7 | -2 | 1 | 1 | 11 | 13 | -26
COc1ccc([N+](=O)[O-])cc1NC(=O)CC1SC(=Nc2cccc(C)c2C)N(/N=C(\C)c2ccc(C)cc2)C1=O (configuration not stated) | 10 | 2 | 1.1 | 1 | 8 | 2 | -2 | -9 | -7
Cc1noc(C)c1S(=O)(=O)N1CCC(C(=O)NC2CCN(Cc3ccccc3)CC2)CC1 | 3 | 1 | 4.1 | -11 | 15 | -3 | 1 | -17 | -24
COc1ccc(C2C(=O)N(C3CCCCC3)CC(=O)N2CCc2ccccc2)cc1OC (configuration not stated) | 2 | 8 | -1.1 | -10 | -31 | -2 | -2 | 9 | -12
Cc1ccccc1-n1c(SCc2c(C)noc2C)nnc1-c1c[nH]c2ccccc12 | -1 | -4 | -1.5 | -4 | 11 | -2 | -2 | -1 | -12
Cc1cc(NC(=O)C(=O)c2cn(C)c3ccccc23)no1 | 1 | 1 | 1.2 | -6 | -19 | -1 | 1 | -26 | -6
COC(=O)c1ccc(NC(=S)N2CCC(C(N)=O)CC2)cc1 | 6 | 4 | -0.1 | -3 | -4 | -1 | 6 | -1 | -5
O=C(O)COc1ccccc1/C=N/NC(=O)c1cccc(S(=O)(=O)N2CCOCC2)c1 | -1 | -4 | 1.0 | -9 | 6 | 0 | -1 | -4 | -5
Other results
SMILES | BaF3 parental | NPY-Y1 antag | S1P4 ag | RBBP9 inh | NPY-Y1 PAM-ag | Ba/F3 V617F tox | Runt-CBFb FRET | NPY2 pot ag | S1P4 antagonist
CCOC(=O)C1CCN(C(c2cc3ccc(C)cc3[nH]c2=O)c2nnnn2C2CCCCC2)CC1 (configuration not stated) | 7 | -2 | 1.2 | 5 | -5 | 4 | 2 | 11 | -6
Cc1cccc(C)c1NC(=S)N(C)CCc1ccccn1 | 6 | 2 | 1.6 | -6 | 7 | -2 | 0 | 4 | 0
CC(C)OC(=O)N(C)c1ccc(C(O)(C(F)(F)F)C(F)(F)F)cc1 | 3 | 1 | -0.6 | 0 | 16 | -2 | -3 | 0 | -17
COc1ccc(/C=C/C(=O)OCC(=O)Nc2c(C)cccc2C)cc1 | 2 | 6 | 0.0 | -5 | -17 | 0 | 1 | -8 | -17
CCCN(CCC)C(=O)CCS(=O)(=O)c1cccc2nsnc12 | 5 | -3 | 0.8 | -4 | 0 | 0 | 1 | -5 | -18
CN1CCN(S(=O)(=O)c2cccc(C(=O)NCc3ccc(Cl)cc3)c2)CC1 | 6 | 2 | 1.6 | -2 | -3 | 2 | 0 | 6 | -14
CC(=O)c1cccc(NC(=O)C2CCCN2S(=O)(=O)c2cccc3nsnc23)c1 (configuration not stated) | 5 | -5 | -0.6 | -7 | -11 | -2 | 0 | 0 | -7
Cc1nc2ccc(NC(=O)c3cncc(Br)c3)cc2s1 | 60* | nt | 1.4 | -1 | 14 | 80* | -14 | 7 | -10
Cc1ccccc1CN(c1ccc(C(=O)NCc2cccnc2)cc1)S(C)(=O)=O | 2 | 2 | 2.0 | 1 | -2 | -2 | -2 | -19 | 0
CCC(C)(C)NC(=O)/C=C/c1cccs1 | -1 | 10 | -2.2 | 18* | -25 | 1 | 3 | -11 | 6
CCCC(=O)Nc1nnc(COC)s1 | -1 | 4 | 0.2 | 2 | -17 | 2 | -1 | 5 | -12

A second format for some results above:
Results follow in this order: BaF3 parental, NPY-Y1 antag, S1P4 ag, RBBP9 inh, NPY-Y1 PAM-ag, Ba/F3 V617F tox, Runt-CBFb FRET, NPY2 pot ag, S1P4 antagonist
- CN1CCN(S(=O)(=O)c2cccc(C(=O)NCc3ccc(Cl)cc3)c2)CC1
    6, 2, 1.6, -2, -3, 2, 0, 6, -14
- CC(=O)c1cccc(NC(=O)C2CCCN2S(=O)(=O)c2cccc3nsnc23)c1 (configuration not stated)
    5, -5, -0.6, -7, -11, -2, 0, 0, -7

Compound activity: PubChem, several laboratories
